# RXFP1 agonist = activates the human relaxin receptor RXFP1. HEK293T-RXFP1 cAMP TR-FRET, 30 min; response scale: percent of porcine relaxin response, buffer zero. Potency, µM (top dose mostly 57.5 µM), without a hit: at the top dose activation, hits mostly activators. actives 0.3% (n = 370,000); note: potency is the fitted concentration of half-maximal effect; % is set by controls: 0 for no effect and ±100 for the full control effect; nearly all actives have a fitted effect of over 60% in size; many of its hits are not listed in these tables
#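 HEK293 cells stably expressing RXFP1, treated 30 min at 37C with compounds plus PDE4 inhibitor Ro 20174; cAMP measured by HTRF TR-FRET. Normalized to buffer and 29 nM porcine relaxin; EC50 by Hill fit.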
# LDHA block = inhibitors of human lactate dehydrogenase A; P00338; purified LDHA, NADH/diaphorase-resazurin fluorescence; active compounds read low; activity change, % (values are at about 110 or 230 µM); actives 0.15% (n = 480,000); in the data active = activity change below about -30%; inconclusive = mostly about -25% to -30%;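 note: plate controls were DMSO wells for no effect and wells without enzyme for full effect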
#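 Resorufin fluorescence (ex540/em590), read at 0 and 20 min after diaphorase/resazurin addition, reports the NADH left after a 5 min room-temperature reaction of 2 nM human LDH5 with 0.06 mM NADH and 0.2 mM pyruvate.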
# USP1-UAF1 inh = blocks the human USP1/UAF1 deubiquitinase complex; O94782; recombinant USP1/UAF1, Ub-Rhodamine cleavage fluorescence; Potency, µM (highest dose often 57.1 µM), for the others: at the highest dose activity change, negative = inhibition, usual class: inhibitors; actives 0.23% (n = 390,000); note: potency is the fitted concentration of half-maximal effect; % is set by controls: 0 for no effect and ±100 for the full control effect; nearly all actives have a fitted effect of over 60% in size; inactives centre near -12
#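 1 nM enzyme complex + cpd, 15 min RT; start with Ub-Rho 150nM final; kinetic fluorescence ex 480/em 540, 6 reads q60 s. Buffer 50mM HEPES pH 7.8, 0.5mM EDTA, 0.1 mg/ml BSA, 1mM TCEP, 0.01% Tween-20.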
# PI4K2A inh = blocks human PI4K2A kinase activity; purified PI4K2A, ADP-Glo luminescence, 1 h; active compounds read low; actives 0.13% (n = 420,000); Q9BTU6; activity change, negative = inhibition, % at 76.9 µM; in the data active = activity change below about -50%; inconclusive = mostly about -30% to -49%;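 note: -100% = wells without enzyme as full effect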
# Target sequence (Q9BTU6 whole entry, looked up): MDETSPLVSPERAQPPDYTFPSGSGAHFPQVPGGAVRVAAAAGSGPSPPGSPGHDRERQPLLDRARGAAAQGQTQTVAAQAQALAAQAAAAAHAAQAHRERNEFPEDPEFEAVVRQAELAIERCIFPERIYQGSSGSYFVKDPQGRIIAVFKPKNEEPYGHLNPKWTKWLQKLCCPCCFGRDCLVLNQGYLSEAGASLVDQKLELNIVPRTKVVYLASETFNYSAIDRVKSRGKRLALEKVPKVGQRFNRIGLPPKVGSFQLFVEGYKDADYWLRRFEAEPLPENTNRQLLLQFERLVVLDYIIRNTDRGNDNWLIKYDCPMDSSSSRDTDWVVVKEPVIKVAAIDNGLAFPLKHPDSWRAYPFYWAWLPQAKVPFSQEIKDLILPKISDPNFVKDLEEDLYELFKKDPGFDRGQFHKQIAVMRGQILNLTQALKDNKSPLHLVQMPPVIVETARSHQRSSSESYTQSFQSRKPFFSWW
#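 ADP-Glo luminescence measured ADP generated by PI4K2A enzyme (4 ug/mL before mixing) with 1.2 mM PI substrate (pre-mix) and 300 microM ATP (pre-mix). Tris pH7.5 buffer with MgCl2, Triton X-100; 1 h reaction at ambient temperature.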
# Glioma ERSR ind = inducers of ER stress response in human glioma cells. Potency, µM, for inactives: at the highest dose activation, usual class: activators. AID 602332. actives 0.02% (n = 420,000). U87-MG GRP78 promoter luciferase reporter, 16 h; note: potency is the fitted concentration of half-maximal effect; series mostly up to about 76 µM; % of control where 0% means no effect; nearly all actives have a fitted effect of over 35% in size
#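 Stably transfected U87-MG glioma cells carrying a GRP78-based luciferase sensor; 16 h compound incubation. Luminescence end-point read 10 min after Bright-Glo addition at room temperature.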
# Vif-A3G inh = inhibitors of Vif-APOBEC3G interaction; Q9HC16; HeLa A3G-eYFP + Vif (tagged APOBEC3G with the HIV-1 protein that degrades it), YFP fluorescence, overnight; Potency, µM (titrated, usually from 46.1 µM), inactives show top-dose activity, negative = active, most hits filed as inhibitors; actives 0.076% (n = 410,000); AID 602310;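 note: potency is the fitted concentration of half-maximal effect; % is set by controls: 0 for no effect and ±100 for the full control effect; nearly all actives have a fitted effect of over 60% in size; hits raise eYFP signal because A3G escapes Vif-driven loss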
#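 Read-out is eYFP fluorescence (Ex 488/Em 500-530) from Vif-expressing HeLa A3G-eYFP cells; more signal means A3G escaped Vif-mediated degradation. Cells plated overnight, compound pinned in, incubated overnight at 37 deg C.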
# Vif-APOBEC3F blk = blocks the Vif interaction with APOBEC3F. HeLa A3F-eYFP + Vif (tagged APOBEC3F with the HIV-1 protein that degrades it), YFP fluorescence increase. Potency, µM (titrated, usually from 46.1 µM), without a hit: at the top dose activity, negative = active. actives 0.2% (n = 390,000); note: potency is the fitted concentration of half-maximal effect; % of control where 0% means no effect; nearly all actives have a fitted effect of over 65% in size
#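 HeLa cells stably expressing Vif plus C-terminally eYFP-tagged A3F were seeded, incubated overnight at 37 deg C, dosed with compound, incubated overnight again at 37 deg C. Yellow fluorescence (Ex 488/Em 500-530) reported blocked Vif-mediated A3F-eYFP degradation.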
# IDH1 R132H inh = human IDH1 R132H inhibition; IDH1-R132H enzyme, NADPH consumption, diaphorase/resazurin fluorescence; Potency, µM (top dose mostly 76.6 µM), inactives show top-dose activity change, negative = inhibition, most hits filed as inhibitors; actives 0.093% (n = 390,000); note: potency is the fitted concentration of half-maximal effect; % is set by controls: 0 for no effect and ±100 for the full control effect; nearly all actives have a fitted effect of over 65% in size
# Target sequence (O75874 whole entry R132H, stated change not applied): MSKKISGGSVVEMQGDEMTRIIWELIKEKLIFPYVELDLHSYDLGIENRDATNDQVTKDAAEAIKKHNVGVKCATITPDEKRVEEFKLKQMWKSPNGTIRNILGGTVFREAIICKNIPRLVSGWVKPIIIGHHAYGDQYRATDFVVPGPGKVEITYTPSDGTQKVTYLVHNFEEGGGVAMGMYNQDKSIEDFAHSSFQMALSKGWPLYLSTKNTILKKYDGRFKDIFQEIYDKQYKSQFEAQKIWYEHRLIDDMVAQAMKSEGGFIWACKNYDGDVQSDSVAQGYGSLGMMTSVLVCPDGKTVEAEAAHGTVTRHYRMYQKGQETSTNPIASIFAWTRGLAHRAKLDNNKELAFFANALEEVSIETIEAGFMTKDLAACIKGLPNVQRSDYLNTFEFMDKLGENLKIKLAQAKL
#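 IDH1-R132H (0.5 ug/mL) preincubated 30 min with compound, then NADPH (0.016 mM) and alpha-KG (2 mM) added; 80 min at RT, pH 7.5. Remaining NADPH coupled via diaphorase/resazurin to fluorescence (540/590 nm); concentration-response curves normalized to no-enzyme control.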
# TrxR1 substrate = substrates of rat thioredoxin reductase 1; actives 0.01% (n = 390,000); Potency, µM (highest dose often 114 µM), inactives show at the top dose activity change, negative = substrate turnover; purified TrxR1 substrate turnover, NADPH consumption readout; AID 588456; note: potency is the fitted concentration of half-maximal effect; % is set by controls: 0 for no effect and ±100 for the full control effect; nearly all actives have a fitted effect of over 50% in size
#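 Rat TrxR1, dispensed at 90 nM, was prereduced with 400 uM NADPH (final) for 5 min at ~22 deg C, then incubated with compound 15 min before 400 uM selenite. A first-read NADPH fluorescence drop versus no-compound background flagged substrates.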
# Numbers without * were called inactive; ? = inconclusive; . = no result given; & = joins results of further samples; [ ] = remark or other dose. Unless noted, calls come from the whole dose curve; as a rule, active = well fitted curve in the direction sought with a large enough effect; inconclusive = small, poorly fitted or top-dose-only effect, or another doubt; inactive = no such curve, though single readings can be large; an effect the other way counts as inactive or inconclusive. An excerpt. The share of hits here may be higher or lower than overall.
SMILES,RXFP1 agonist,LDHA block,USP1-UAF1 inh,PI4K2A inh,Glioma ERSR ind,Vif-A3G inh,Vif-APOBEC3F blk,IDH1 R132H inh,TrxR1 substrate
COc1ccc(NS(=O)(=O)c2c(C)cc(C)cc2C)cc1,0.3%,-3,-11%,-1,-8%,-16%,2%,10%,-10%
CO/N=C/c1ccc(N2CCOCC2)c([N+](=O)[O-])c1,0.9%,-13,-36%,4,-1%,4%,-6%,0%,6%[57.1 µM]
O=C(O)COc1ccc(/C=C/C(=O)c2ccc(C3CCCCC3)cc2)cc1,-2.5%,-10,?,-5,4%,-29%,0%,3%,-7%
CN1CCN(CCOC2Cc3ccccc3Sc3ccc(Cl)cc32)CC1 (stereo not drawn),-0.5%,0,6%,-3,-2%,-21%,0%,14%,-8%
CC1CCCN(CC(=O)Nc2ccc(S(=O)(=O)NC3CCCCC3)cc2)C1 (stereo not drawn),0.2%,2,-8%,8,-2%,2%,-5%,16%,7%
CCC(C)[C@H](NC(=O)N1CC(=O)Nc2ccccc21)C(=O)NC(C)CCc1ccccc1 (stereo partly drawn),-0.3%,-5,-29%,-16,0%,1%,-10%,-1%,5%
N#C/C(C(=O)N1CCOCC1)=C1/SC(Cc2ccccc2)C(=O)N1c1ccccc1 (stereo not drawn),-1.3%,-4,3%,6,2%,4%,-2%,8%,9%[57.1 µM]
CCCN1CCC(=O)N([C@H](CSc2ccc(OC)cc2)Cc2ccccc2)CC1,-4.0%,-1,-27%,1,0%,-2%,1%,16%,6%
CC1(C(=O)NC2CCCCC2)Cc2ccccc2C(=O)N1Cc1ccc(Cl)cc1 (stereo not drawn),-1.3%,-2,-25%,4,.,.,.,.,-3%
CCOCCOC(=O)c1ccc(NC(=O)c2cc3ccccc3o2)cc1,.,-2,-18%,-2,-1%,-10%,-1%,22%,-6%
CN(CC1CCCN(CCc2ccc(Cl)cc2)C1)C(=O)c1ccc2nc[nH]c2c1 (stereo not drawn),-3.7%,-4,-7%,-4,-5%,-5%,6%,3%,-5%
O=C(c1ccccc1Cl)N1CCn2c1nc1ccccc12,0.9%,-3,-7%,2,-7%,-6%,-34%,-5%,0%
COC(=O)c1ccccc1NC(=O)N1CSC[C@H]1C(=O)OC,0.6%,-3,0%,-5,-4%,1%,0%,6%,6%[57.1 µM]
O=S1(=O)c2ccc(Br)cc2N2CCC[C@H]2CN1Cc1ccccc1,.,-2,-19%,3,-3%,-8%,-1%,0%,-2%
CCOC(=O)Cn1c(=O)oc2cc(S(=O)(=O)N3CCN(c4ccccn4)CC3)ccc21,-1.4%,-9,?,3,-3%,1%,3%,4%,-4%
CC(=O)c1c(C)[nH]c(C(=O)NCc2cccs2)c1C,-1.4%,-2,1%,6,4%,2%,6%,1%,-9%
CCCCOc1ccc(OCCCN2CCOCC2)cc1,3.0%,-5,-2%,4&2,5%&-1%&-1%,-3%,-1%,19%,3%
Cc1n[nH]c(C)c1S(=O)(=O)N1CCOCC1,-0.3%,-12,-12%,2,-5%,0%,-14%,1%,6%[57.1 µM]
COc1cccc(CN(C)CCCn2ccc(NC(=O)OCc3ccccc3)nc2=O)c1,.,-2,-25%,4,-5%,0%,-1%,6%,7%
C/C(=N\Nc1nccnc1Cl)c1ccc(Cl)c(Cl)c1,3.7%,-3,-2%,-22,-4%,0%,25µM*,8%,-3%[57.1 µM]
Cc1cccc(C)c1NC(=S)N(CCCN1CCOCC1)Cc1cccnc1,-0.3%,-1,6%,-2,-8%,-2%,4%,6%,-1%
Cc1cc(N(C)N)nc(NC(=O)NS(=O)(=O)c2ccccc2Cl)n1,2.5%,0,-15%,-8,1%,5%,1%,0%,4%
Cc1ccc(/C([O-])=C(/C(=S)NCCN2CCOCC2)[n+]2ccccc2)cc1[N+](=O)[O-],4.5%,-1,-18%,-1,10%,-4%,-10%,3%,3%
O=C(CN1C(=O)COc2ccccc21)NCCCN1CCN(c2ccccc2F)CC1,-3.8%,-1,-4%,-3,-4%,1%,-22%,0%,-17%
CCOCCCNc1nc2c(C)cccn2c(=O)c1/C=C1\SC(=S)N(CC(C)C)C1=O,2.4%,-4,?,-2,-3%,-28%,?,6%,-4%
O=C(Nc1ccc(S(=O)(=O)N2CCCCC2)cc1)c1ccc(CN2CCOCC2)cc1,1.6%,1,-7%,-1,-3%,-5%,-6%,7%,10%
COc1ccc(-n2c(SCC(N)=O)nc3sc4c(c3c2=O)CCC4)cc1,8.1%,-3,-19%,-1,4%,3%,-11%,0%,-9%[57.1 µM]
COc1ccc(CC(NC(C)=O)C(=O)NC2CCN(S(=O)(=O)c3ccc(NC(C)=O)cc3)CC2)c(OC)c1 (stereo not drawn),2.9%,-5,-23%,1,-3%,-5%,-8%,-7%,1%
COC(=O)CCC(=O)Nc1cc(OC)c(OC)cc1Cc1nccc2cc(OC)c(OC)cc12,1.1%,1,2%,3,-5%,4%,1%,8%,8%
Cc1ccccc1N1CC(C(=O)N2CCc3ccccc32)CC1=O (stereo not drawn),-1.5%,-4,-16%,1,-1%,-2%,2%,-5%,2%
COc1ccc(-c2ncccc2OC(=O)C23CC4CC(CC(C4)C2)C3)cc1OC,2.2%,-5,-3%,-3,-5%,-1%,20%,-2%,27%[57.1 µM]
CCOc1ccccc1C1NC(=O)NC(C)=C1C(=O)OCc1ccco1 (stereo not drawn),-0.2%,-7,-10%,-2,0%,-5%,-4%,9%,4%
Cc1ccc(NC(=O)Cn2cc(S(=O)(=O)c3ccc(C)cc3)c(=O)c3cc4c(cc32)OCO4)cc1,19%,-2,-5%,2,-1%,3%,0%,26%,2%
CN1CCN(c2ccc(Cl)cc2NC(=O)c2ccc(S(=O)(=O)N(C)C)cc2)CC1,3.0%,-2,-7%,-1,0%,0%,-6%,-5%,-8%
Cc1ccc(C)c(N2CCN(c3nc4ccccc4c(=O)n3-c3ccccc3)CC2)c1,1.0%,-3,16%,0,-4%,4%,-7%,12%,-3%
C[C@@H]1CN([C@@H](C)CO)C(=O)c2cc(NS(C)(=O)=O)ccc2O[C@H]1CN(C)Cc1ccc(Oc2ccccc2)cc1,.,1,-8%,-1,0%,1%,5%,11%,-5%[57.1 µM]
O=C(COC(=O)c1ccccc1Oc1ccccc1)NC1CCS(=O)(=O)C1 (stereo not drawn),2.9%,-8,-24%,-1,-4%,-1%,-3%,3%,-3%
CCn1cnc2c(=O)oc3ccc(S(=O)(=O)Nc4ccc(OC)cc4)cc3c21,5.2%,-3,-4%,-4,?,-21%,3%,-11%,2%
Cc1cc([N+](=O)[O-])ccc1NC(=O)CCC(=O)N1CCCC1,3.1%,2,-12%,-7,-5%,-4%,3%,3%,-3%
CCOc1ccc(N2C(=O)C(C)CNC2=S)cc1 (stereo not drawn),.,-7,1%,6,-5%,0%,16%,0%,12%[57.1 µM]
Cc1cccnc1C1=NOC(Cc2ccccc2)C(=O)N1Cc1ccc2c(c1)OCO2 (stereo not drawn),.,0,.,-2,-4%,2%,.,.,.
CCOC(=O)c1ccc(NC(=O)COC)cc1,1.5%,-5,-10%,2,-2%,2%,9%,2%,7%[57.1 µM]
Cc1ccccc1NC(=O)CN1CCN(c2ccc(F)cc2)CC1,.,-5,-18%,-4,-5%,-5%,-8%,13%,.
CC(C)Cn1c(C(C)C)nc([N+](=O)[O-])c1Sc1ccc(Cl)cn1,1.0%,-1,-10%,-4,-6%,-5%,-7%,3%,5%
COc1ccccc1-n1c(SCC(=O)N(C)C2CCS(=O)(=O)C2)nc2ccccc2c1=O (stereo not drawn),0.0%,-4,-8%,2,-4%,-2%,-1%,1%,3%
COc1ccc(CNC(=O)CN(C(=O)c2ccc(CN3CCOCC3)o2)C2CCCC2)cc1,1.7%,-3,-2%,0,-3%,-1%,-7%,1%,9%
O=C(CSc1nc(=O)[nH]c2c1CCC2)NCc1ccccc1Cl,6.0%,-5,-2%,1,1%,-1%,-1%,0%,5%[57.1 µM]
COc1ccc(NC(=S)NCCN2CCOCC2)c(OC)c1,.,-1,-17%,9,0%,0%,5%,5%,-8%
COc1cc(/C=C/C(=O)Nc2ccc(S(=O)(=O)Nc3ncccn3)cc2)ccc1OCC#N,.,1,-27%,1,-4%,-3%,-4%,-1%,-13%
COC(=O)CCC(=O)N1CCc2cc(S(=O)(=O)N3CCc4ccccc43)ccc21,-0.6%,-7,-3%,2,-7%,0%,0%,1%,2%[57.1 µM]
CC1CN(C(=O)Nc2ccc3snnc3c2)c2ccccc21 (stereo not drawn),0.8%,-1,?,2,-2%,-3%,-2%,22%,2%

# Retrieved one by one from the list above:
SMILES,RXFP1 agonist,LDHA block,USP1-UAF1 inh,PI4K2A inh,Glioma ERSR ind,Vif-A3G inh,Vif-APOBEC3F blk,IDH1 R132H inh,TrxR1 substrate
COC(=O)CCC(=O)N1CCc2cc(S(=O)(=O)N3CCc4ccccc43)ccc21,-0.6%,-7,-3%,2,-7%,0%,0%,1%,2%[57.1 µM]
CC1CN(C(=O)Nc2ccc3snnc3c2)c2ccccc21 (stereo not drawn),0.8%,-1,?,2,-2%,-3%,-2%,22%,2%

# Compound activity as filed in PubChem.
